core dimer inh: HCV core protein dimerization inhibition | inhibition, % at 5 µM | 300,000 tested, 0.33% active | TR-FRET GST/Flag-core106 dimerization, 1536-well;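 active = inhibition above the mean of all tested compounds plus 3 SD, set per screening campaign, cut at about 45% in these data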
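Material: Tagged HCV core106 pair (GST and Flag) | Amount: GST-core106 13.5 nM, Flag-core106 17 nM | Medium: KF-containing HEPES buffer, pH 7.45, DTT, CHAPS, BSA | Reagent: Eu donor and XL665 acceptor anti-tag antibodies | Schedule: 4 h at 22.5 °C | Technique: Time-resolved FRET, ex 340 nm, em 617 and 671 nm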
proCasp3 act: procaspase-3 (human) activation | P42574 | recombinant procaspase-3 D3A, Ac-DEVD-pNA absorbance 405 nm | activation, % at 8.5 µM | 330,000 tested, 0.11% active | AID 463141;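 active = activation above the mean of all tested compounds plus 3 SD, cut at about 21% in these data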;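 note: 0% = DMSO alone and 100% = DMSO wells spiked with extra 5 µM PC-3 D3A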
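Technique: 405 nm absorbance of p-nitroaniline, reads at 0 and 120 min; Test system: Procaspase-3 D3A mutant; Incubation: 1 h enzyme-compound preincubation, then 2 h substrate reaction, 25 °C; Repeats: singlicate, each compound tested once; Benchmarks: low control DMSO wells, high control DMSO plus 5 µM PC-3 D3A.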
GRK2 inh: inhibitors of human GRK2 displacing RNA aptamer | P25098 | bead flow cytometry, FAM-aptamer displacement from GRK2 | inhibition of aptamer binding, % at 10 µM | 330,000 tested, 0.59% active | AID 488847;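 active = inhibition of aptamer binding above 40%, roughly 3 SD of noise, on plates passing a quality check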;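 note: median bead fluorescence of bound FAM aptamer so fluorescent compounds give negative values; no value below 0 was filed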
PP5 primary: inhibitors of human protein phosphatase 5 (PP5). P53041. purified PP5c, OMFP substrate fluorescence. inhibition, % at 6.7 µM. 320,000 tested, 0.18% active;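 active = inhibition above the campaign's mean inhibition across all tested compounds plus 3 SD, cut at about 9.5% in these data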;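 note: 0% = DMSO only and 100% = 100 µM cantharidin control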
GASC-1 inh: human JMJD2C demethylase inhibition; 330,000 tested, 0.069% active; GST-JMJD2C(1-420) H3K9me3 demethylation, DELFIA europium; AID 2099; inhibition, % at 2.35 µM; Q9H3R0;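 active = more than half of a compound's replicate wells show inhibition beyond 50%, single wells judged on their own value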;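 note: signal counts dimethyl H3K9 product captured on neutravidin plate; 0% = median of DMSO wells and 100% = 0.3 times that DMSO median; strong numbers were not always called active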
Fh CTSL1 inh: blocks F. hepatica cathepsin L1 in PFM18AAP counter-screen; recombinant F. hepatica cathepsin L1, Z-Leu-Arg-MCA fluorescence; 300,000 tested, 0.49% active; inhibition, % at 5.96 µM;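 active = inhibition above the mean of all tested compounds plus 3 SD, set per screening campaign, cut at about 17% in these data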;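 note: 0% = plate median of test compound wells and 100% = 1 µM Z-Phe-Ala-diazomethylketone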
PP1 inh: blocks human PP1-alpha phosphatase, a PP5 counter-screen; inhibition, % at 6.7 µM; purified PP1alpha, OMFP fluorescence; 320,000 tested, 0.9% active;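 active = inhibition above the mean inhibition of all tested compounds plus 3 SD, computed separately for each screening campaign, cut at about 15% in these data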
VLA-4 inh: inhibition in a human VLA-4 binding assay; 330,000 tested, 0.2% active; inhibition, % (about 7 µM as worked out from the volumes in the protocol); VLA-4 expressing cells, ligand binding flow cytometry; in the data active = inhibition above about 50%
Target sequence (P13612 whole entry, looked up): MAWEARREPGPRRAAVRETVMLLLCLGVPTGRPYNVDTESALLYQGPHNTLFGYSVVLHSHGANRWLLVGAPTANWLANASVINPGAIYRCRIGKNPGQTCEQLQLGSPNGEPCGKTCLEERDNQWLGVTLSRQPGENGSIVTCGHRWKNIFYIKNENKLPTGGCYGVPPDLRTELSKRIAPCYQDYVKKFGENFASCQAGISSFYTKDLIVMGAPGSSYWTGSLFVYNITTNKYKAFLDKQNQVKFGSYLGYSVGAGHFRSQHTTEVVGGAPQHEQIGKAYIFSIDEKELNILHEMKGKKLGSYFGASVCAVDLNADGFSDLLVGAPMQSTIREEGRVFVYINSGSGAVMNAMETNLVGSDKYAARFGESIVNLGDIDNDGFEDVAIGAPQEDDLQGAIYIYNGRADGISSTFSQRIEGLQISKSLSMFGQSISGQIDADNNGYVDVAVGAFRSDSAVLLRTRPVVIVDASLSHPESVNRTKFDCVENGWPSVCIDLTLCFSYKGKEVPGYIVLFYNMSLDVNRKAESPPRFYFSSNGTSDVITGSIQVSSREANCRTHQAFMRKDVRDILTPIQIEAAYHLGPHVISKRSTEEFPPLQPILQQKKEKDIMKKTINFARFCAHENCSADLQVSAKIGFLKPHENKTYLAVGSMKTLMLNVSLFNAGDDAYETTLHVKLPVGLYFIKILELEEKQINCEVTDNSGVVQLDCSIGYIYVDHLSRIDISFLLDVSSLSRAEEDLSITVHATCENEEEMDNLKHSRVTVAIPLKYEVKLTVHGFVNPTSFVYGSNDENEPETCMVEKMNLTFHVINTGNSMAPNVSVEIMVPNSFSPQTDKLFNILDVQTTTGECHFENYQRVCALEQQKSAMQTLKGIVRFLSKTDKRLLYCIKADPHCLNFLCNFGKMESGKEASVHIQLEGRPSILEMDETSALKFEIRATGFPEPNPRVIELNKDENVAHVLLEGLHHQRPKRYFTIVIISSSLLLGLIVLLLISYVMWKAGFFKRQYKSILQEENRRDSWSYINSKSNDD
procasp7 counter: activates human procaspase-7, counter-screen for procaspase-3 activators; 330,000 tested, 0.093% active; recombinant procaspase-7, Ac-DEVD-pNA absorbance 405 nm; D23A/D198A/D206A triple mutant, cannot self-cleave; scale: DMSO 0, 5 µM enzyme 100; activation, % at 8.5 µM; P55210;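 active = percent activation above the screen-wide mean plus 3 SD, cut at about 25% in these data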
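Assay system: Uncleavable procaspase-7 mutant enzyme; Input: 2 µM procaspase-7 mutant as dispensed; Also added: DEVD-pNA substrate; Medium: Zinc-free HEPES pH 7.4 with 300 mM NaCl, 0.01% Triton X-100; Timing: 1 h compound preincubation, 2 h substrate cleavage, 25 °C; Measured by: Epi-absorbance of released pNA at 405 nm, two timepoints.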
Numbers without * were called inactive; / = not tested or not shown; & = joins results of further samples.

SMILES	core dimer inh	proCasp3 act	GRK2 inh	PP5 primary	GASC-1 inh	Fh CTSL1 inh	PP1 inh	VLA-4 inh	procasp7 counter
O=c1c2ccccc2nc(/C=C/c2ccc([N+](=O)[O-])cc2)n1CCCO	5	2	0	1.3	0	3	10	8	-3
CCS(=O)(=O)c1ccc2oc(Nc3ccc(OC)cc3)nc2c1	-4	2	0	1.3	-1	-3	2	4	8
COc1cccc2c1Oc1ncccc1N(C(=O)CCC(=O)NCc1ccc(C)cc1)C2	0	1	0	-1.6	4	-4	-2	1	9
CN(C)CCC#CC(O)(c1ccccc1)c1ccccc1	-9	6	0	2.4	4	-4	0	19	-7
CCOC(=O)c1c(NC(=O)c2ccoc2C)sc2c1CCC2	-2	0	0	5.2	1	-1	-4	5	-5
CCCN(CC(=O)Nc1ccccc1OC)C(=O)c1cccc(S(=O)(=O)NCc2ccccc2)c1	2	8	0	-1.4	-2	0	-7	-8	0
CCC(=O)Nc1cc(C(F)(F)F)ccc1N1CCOCC1	-1	7	0	1.1	-4	-2	-6	-4	1
Cc1ccc(C(=O)NC(=S)Nc2ccc(NC(=O)c3cccc(Cl)c3)cc2)cc1	11	6	/	1.4	3	-3	4	47	12
Oc1ccc(-c2n[nH]c(=S)n2-c2ccc3c(c2)OCCO3)cc1	4	1	0	0.1	-1	-4	-1	7	5
CCC(C)N=Cc1c(Nc2ccccc2)nc2c(C)cccn2c1=O (stereo not given)	3	-4	2	2.1	14	1	-6	6	1
O=C(Nc1cccc(O)c1)N1CCOCC1	1	2	2	1.1	0	-3	-7	-6	3
Cc1ccc(-c2noc(CCCC(=O)N3CCOCC3)n2)cc1	1	-6	0	-2.7	-5	-2	-3	-11	10
COCCn1c(=NC(=O)/C=C/c2cccs2)sc2cc(NC(C)=O)ccc21	1	-10	0	-1.1	-3	1	8	7	-2
O=C(/C=C/c1ccco1)N1CCN(S(=O)(=O)/C=C/c2ccccc2)CC1	23	-3	4	0.4	6	-1	2	6	5
CCCn1c2c(c(O)c(C(=O)Nc3ncccc3O)c1=O)CCCC2	-3	-16	3	2.9	-3	-1	2	17	-3
O=C(NCc1ccco1)c1ccc(COCC(F)(F)F)cc1	-3	-6	7	-1.5	3	7	-1	1	-23
O=C(Nc1ccc2c(c1)C(=O)OC2)c1ccccc1Cl	-18	-3	4	-7.3	-4	11	-2	-5	-9
CCOc1cccc2sc(N(CCN(C)C)C(=O)c3cc4ccccc4cc3OC)nc12	-5	-1	0	3.7	23	7	5	7	6
Cc1cccc(Cn2c(CN3CCN(Cc4ccccc4)CC3)nc3c2c(=O)[nH]c(=O)n3C)c1	6	0	6	1.7	18	3	1	12	-3
O=C1OCCN1C(=O)[C@H]1[C@H](c2ccc(Cl)cc2)C(c2cccc(Cl)c2)=NN1c1ccccc1	-45	23*	/	2.7	-8	0	1	/	18
Cc1cc(SCC(=O)N(C)c2c(N)n(Cc3ccccc3)c(=O)[nH]c2=O)nc2ccccc12	11	-2	1	0.3	-48	4	1	-2	-5
O=C(/C=C/c1cc[n+](CC(=O)c2ccc3cccc4c3c2CC4)cc1)c1ccc2cccc3c2c1CC3	7	-10	94*	12*	4	10	46*	-8	-15
O=C(COC(=O)CSCC(=O)N1CCCCC1)NCc1ccc(F)cc1	-2	0	0	-0.8	3	-72	-1	15	-1
O=C(O)CCCCCn1c(SCC(=O)N2CCCC2)nc2ccsc2c1=O	-6	0	0	3.3	11	0	1	1	-3
COCc1ccc(C(=O)N2CCCC(Nc3ccc(C(C)C)cc3)C2)o1 (stereo not given)	-6	-4	7	1.4	3	1	1	-4	-5
Next section:
SMILES	core dimer inh	proCasp3 act	GRK2 inh	PP5 primary	GASC-1 inh	Fh CTSL1 inh	PP1 inh	VLA-4 inh	procasp7 counter
Cc1ccccc1C(=O)Nc1ccc2nc3n(c(=O)c2c1)CCCC3	4	10	1	1.4	0	-7	-1	2	7
CC(=O)N1c2ccc(S(=O)(=O)NCCC(=O)Nc3ccc(F)cc3C)cc2CC1C (stereo not given)	-18	-2	5	-5.4	16	8	8	-11	-1
O=C(Nc1cccs1)Nc1ccccc1Br	0	-4	0	1.4	11	4	-1	28	-12
Cc1cc(C)n2nc3nc(N4CCCC4)nc(-c4ccccc4)c3c2n1	48*	8	12	-2.3	-3	0	11	-4	-8
C=C(C)C(=O)Nc1nnc(-c2cccs2)s1	-9	7	0	3.3	-5	1	-2	25	5
CCCOc1ccc(-c2c(C(=O)N/N=C/C3CC=CCC3)nnn2-c2nonc2N)cc1 (stereo not given)	0	4	0	1.0	5	0	0	20	1
COc1ccc(C(=O)NCc2nnc(SCC(=O)Nc3cccc(F)c3)o2)cc1	3	6	0	1.6	1	2	-7	5	8
Cc1cccc(NC(=O)c2cnc3sccn3c2=O)n1	-5	3	0	1.9	6	4	1	39	-5
CCc1nn(-c2ccccc2)c(N)c1-c1ccc(OC)c(OC)c1	-12	3	1	2.2	-6	1	-3	8	5
CCn1c(SCC(=O)O)nnc1C1CCCCC1	-2	-24	0	0.5	0	-3	-9	32	7
c1ccc2c(Nc3nnc(-c4ccncc4)s3)cccc2c1	-6	-4	0	3.5	-7	2	6	-8	-10
CCOc1ccccc1NC(=O)CSc1nc(=O)n(CCCN2CCOCC2)c2c1CCC2	0	-4	0	-3.5	-2	3	-8	25	-1
CCc1ccccc1NC(=O)CN(C)C(=O)CSc1nn(-c2ccc(F)cc2)c(=S)s1	2	-7	3	0.8	-13	3	-3	6	2
COc1cccc(-c2c(C(=O)N/N=C/c3ccco3)nnn2-c2nonc2N)c1	-4	3	0	1.1	0	3	-2	2	7
Cc1c(NC(=O)CCCN2C(=O)c3cccc4cccc(c34)C2=O)c(=O)n(-c2ccccc2)n1C	-2	1	0	0.8	1	5	10	2	2
COC(=O)c1c(CSc2ccc(Cl)cc2)noc1C(=O)NCc1ccco1	22	3	0	0.0	10	4	2	4	8
CC1=C(C(=O)OCc2ccccc2)C(c2ccsc2)NC(=O)N1C (stereo not given)	7	3	0	-1.1	15	-1	0	7	12
CCc1noc(C)c1C(=O)OC(C)C(=O)c1c(C)[nH]c2ccccc12 (stereo not given)	/	8	1	3.7	11	/	-1	-9	-1
C=C(C)C1CC=C(C)/C(=N\NC(=O)CNc2cccc3ccccc23)C1 (stereo not given)	12	-14	4	2.3	-1	0	-7	5	-10
Cc1ccccc1NC(=O)c1cccc(S(=O)(=O)N2CCOCC2)c1	-3	-1	1	-0.6	-1	2	-1	6	4
O=C(COC(=O)c1cccc(C(F)(F)F)c1)NCc1ccc(Cl)cc1	11	-5	0	6.8	-3	3	3	25	0
CCc1ccc(NC(=O)c2cc(C)nn2-c2ccccc2)cc1	-6	0	0	0.9	5	2	1	1	0
COc1cccc(N2C(=O)N(c3ccccc3)C3CS(=O)(=O)CC32)c1 (stereo not given)	2	2	0	-1.0	-3	5	-4	9	0
NCCOc1ccccc1OCCN	0	2	0	3.3	-15	0	-4	3	-12
O=C(COC(=O)CNS(=O)(=O)c1ccccc1)Nc1ncc(Cl)cc1Cl	/	-6	5	-0.1	/	/	-3	7	4
New compounds follow:
SMILES	core dimer inh	proCasp3 act	GRK2 inh	PP5 primary	GASC-1 inh	Fh CTSL1 inh	PP1 inh	VLA-4 inh	procasp7 counter
Cc1ccc(Cn2nnc3c(=O)[nH]c(C4CCN(C(=O)c5cccs5)CC4)nc32)cc1	7	-8	12	2.0	0&14	4	3	1	5
CN1OC2C(=O)N(c3ccccc3)C(=O)C2C1c1ccc(F)cc1 (stereo not given)	5	-5	4	4.0	4	-6	-7	/	-6
Cc1ccc(N2C(=O)c3ccccc3NC2(C(=O)O)c2ccccc2)cc1Cl (stereo not given)	1	7	3	2.0	-7	1	1	6	10
NC(=O)CC[C@H](NC(=O)OCc1ccccc1)C(=O)OCc1ccc(Cl)cc1	1	3	0	-0.6	2	-22	-1	-8	3
Cc1cccc(NC(=O)c2cc(N3C(=O)CCC3=O)ccc2Cl)n1	-1	2	2	0.5	1	-4	1	6	5
Cc1ccc(OCCOC(=O)C2CCN(S(=O)(=O)c3ccc(C)c(C)c3)CC2)cc1	6	-7	0	2.9	1	-1	1	-10	10
O=c1oc2ccccc2n1CSC1=NCCS1	3	-6	0	1.0	8	1	-3	22	-4
CC(C)(C)NC(=O)CSc1nc(O)cc(=O)n1-c1ccccc1	5	3	1	0.0	33	4	-2	18	8
COc1ccc(NC(=S)NC(=O)c2ccccc2Cl)cc1	11	-7	0	-0.9	8	2	-2	7	0

Shown with two lines to a compound: part of the list above.
Fields – core dimer inh	proCasp3 act	GRK2 inh	PP5 primary	GASC-1 inh	Fh CTSL1 inh	PP1 inh	VLA-4 inh	procasp7 counter
C=C(C)C1CC=C(C)/C(=N\NC(=O)CNc2cccc3ccccc23)C1 (stereo not given)
→ 12	-14	4	2.3	-1	0	-7	5	-10
Cc1ccccc1NC(=O)c1cccc(S(=O)(=O)N2CCOCC2)c1
→ -3	-1	1	-0.6	-1	2	-1	6	4
O=C(COC(=O)c1cccc(C(F)(F)F)c1)NCc1ccc(Cl)cc1
→ 11	-5	0	6.8	-3	3	3	25	0
CCc1ccc(NC(=O)c2cc(C)nn2-c2ccccc2)cc1
→ -6	0	0	0.9	5	2	1	1	0
COc1cccc(N2C(=O)N(c3ccccc3)C3CS(=O)(=O)CC32)c1 (stereo not given)
→ 2	2	0	-1.0	-3	5	-4	9	0
NCCOc1ccccc1OCCN
→ 0	2	0	3.3	-15	0	-4	3	-12
O=C(COC(=O)CNS(=O)(=O)c1ccccc1)Nc1ncc(Cl)cc1Cl
→ /	-6	5	-0.1	/	/	-3	7	4
Cc1ccc(Cn2nnc3c(=O)[nH]c(C4CCN(C(=O)c5cccs5)CC4)nc32)cc1
→ 7	-8	12	2.0	0&14	4	3	1	5
CN1OC2C(=O)N(c3ccccc3)C(=O)C2C1c1ccc(F)cc1 (stereo not given)
→ 5	-5	4	4.0	4	-6	-7	/	-6
Cc1ccc(N2C(=O)c3ccccc3NC2(C(=O)O)c2ccccc2)cc1Cl (stereo not given)
→ 1	7	3	2.0	-7	1	1	6	10
NC(=O)CC[C@H](NC(=O)OCc1ccccc1)C(=O)OCc1ccc(Cl)cc1
→ 1	3	0	-0.6	2	-22	-1	-8	3
Cc1cccc(NC(=O)c2cc(N3C(=O)CCC3=O)ccc2Cl)n1
→ -1	2	2	0.5	1	-4	1	6	5
Cc1ccc(OCCOC(=O)C2CCN(S(=O)(=O)c3ccc(C)c(C)c3)CC2)cc1
→ 6	-7	0	2.9	1	-1	1	-10	10
O=c1oc2ccccc2n1CSC1=NCCS1
→ 3	-6	0	1.0	8	1	-3	22	-4
CC(C)(C)NC(=O)CSc1nc(O)cc(=O)n1-c1ccccc1
→ 5	3	1	0.0	33	4	-2	18	8
